GPR151 ag: activators of human GPR151 | Q8TDV0 | PathHunter beta-arrestin GPR151 cells, luminescence | activation, % at 11.2 µM | hit rate 1% among 650,000; in the data active = activation above about 4.9%;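 note: 0% = median of compound wells and 100% = cells with positive control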
Target sequence (Q8TDV0 whole entry, looked up): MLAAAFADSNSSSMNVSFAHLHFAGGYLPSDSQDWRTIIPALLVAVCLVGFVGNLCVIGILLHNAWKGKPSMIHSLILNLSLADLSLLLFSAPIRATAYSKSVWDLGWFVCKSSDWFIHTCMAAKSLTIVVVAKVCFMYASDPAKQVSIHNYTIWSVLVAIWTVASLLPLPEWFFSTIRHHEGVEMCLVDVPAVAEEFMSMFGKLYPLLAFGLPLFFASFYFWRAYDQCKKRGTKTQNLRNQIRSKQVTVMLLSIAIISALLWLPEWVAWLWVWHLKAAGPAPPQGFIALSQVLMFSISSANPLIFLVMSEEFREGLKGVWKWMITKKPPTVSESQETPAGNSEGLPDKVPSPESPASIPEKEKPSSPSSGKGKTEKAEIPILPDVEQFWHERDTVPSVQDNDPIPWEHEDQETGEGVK
MITF primary: inhibitors of human MITF; inhibition, % at 2.6 µM; AlphaScreen MITF homodimerization, bead proximity signal; hit rate 0.91% among 650,000; O75030; in the data active = inhibition above about 50%;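 note: 0% = vehicle wells with protein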
TEAD-YAP block: TEAD-YAP interaction inhibition. HEK-TIYL cells, TEAD-Gal4/YAP UAS-luciferase luminescence. inhibition, % at 9.12 µM. hit rate 1.4% among 640,000; in the data active = inhibition above about 32%;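 note: 0% = median of test compound wells and 100% = reference inhibitor wells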
FBW7 act: human FBW7 E3 ligase activation, primary screen | Q969H0 | AlphaScreen FBW7–phospho-cyclin E peptide binding, activator screen | normalized activity (activation), % at 26.1 µM | hit rate 0.13% among 650,000 | AID 1259310; in the data active = normalized activity above about 1.9%;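 note: purified mutant Fbw7 with reduced substrate affinity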
Target sequence (Q969H0 whole entry, looked up): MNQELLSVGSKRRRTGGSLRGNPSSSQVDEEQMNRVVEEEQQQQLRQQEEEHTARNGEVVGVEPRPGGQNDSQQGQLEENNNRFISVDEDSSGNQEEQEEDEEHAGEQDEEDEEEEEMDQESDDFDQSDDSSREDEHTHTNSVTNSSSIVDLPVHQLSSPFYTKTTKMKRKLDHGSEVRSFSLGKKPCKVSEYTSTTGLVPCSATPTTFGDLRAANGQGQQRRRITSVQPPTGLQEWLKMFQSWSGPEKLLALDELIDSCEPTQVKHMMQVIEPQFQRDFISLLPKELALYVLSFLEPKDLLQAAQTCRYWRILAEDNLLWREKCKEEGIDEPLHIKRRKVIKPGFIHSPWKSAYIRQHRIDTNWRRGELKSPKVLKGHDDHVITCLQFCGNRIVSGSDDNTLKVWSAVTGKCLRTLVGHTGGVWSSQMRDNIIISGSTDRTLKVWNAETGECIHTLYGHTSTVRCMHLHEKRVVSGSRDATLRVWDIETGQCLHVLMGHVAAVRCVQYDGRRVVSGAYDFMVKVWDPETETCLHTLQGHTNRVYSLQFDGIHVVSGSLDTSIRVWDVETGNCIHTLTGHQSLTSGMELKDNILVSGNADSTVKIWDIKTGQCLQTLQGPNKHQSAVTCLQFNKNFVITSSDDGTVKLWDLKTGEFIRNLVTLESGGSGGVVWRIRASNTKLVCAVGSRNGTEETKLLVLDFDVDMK
* = called active by the depositor.

molecule,GPR151 ag,TEAD-YAP block,MITF primary,FBW7 act
O=C1CC(C(=O)Nc2cc(Cl)cc(Cl)c2)SC(=Nc2ccccc2)N1 (centres undefined),0.3,-8,12,0.2
Cc1cccc(NC(=O)N2CCOc3ccc(C)cc32)c1,-1.8,-8,4,0.1
OCCN(CCO)CC(O)COc1ccc(Br)cc1 (centres undefined),0.7,0,-4,0.1
Cc1ccc(C(=O)CSc2cc(C)nc3nc(C)nn23)cc1,0.8,-2,21,0.4
Cc1cccn2c(CNCCCn3ccnc3)c(C(=O)N3CCCCC3)nc12,-0.2,6,5,0.1
C#CC(C)(C)NC(=O)CN(c1ccccc1OCC)S(=O)(=O)c1ccccc1,0.4,4,14,0.1
COc1ccc(CCNC(=S)Nc2c(C)nn(C)c2C)cc1OC,-1.7,4,19,0.4
CC(=O)c1cnc(Nc2nc(C)c3ccc(C)cc3n2)nc1C,-1.0,0,-5,-0.1
CCOc1ccc(/C=C2\N=C(c3cccc(OC)c3)OC2=O)cc1,-0.3,-1,5,0.0
COc1ccc(CN2CCC(CNC(=O)C3CCCN(c4ncccn4)C3)CC2)cc1 (centres undefined),0.1,8,17,-0.1

New compounds follow:
molecule,GPR151 ag,TEAD-YAP block,MITF primary,FBW7 act
O=C(CCNS(=O)(=O)c1ccc(Br)s1)NCc1ccccc1,-0.1,10,-4,0.1
COc1ccc(N(CC(=O)NCCOc2ccccc2)S(=O)(=O)c2ccc(C)cc2)cc1,1.4,9,1,0.0
N/C(=N\OC(=O)COc1ccc([N+](=O)[O-])cc1)c1ccccn1,-1.1,-11,-3,0.0
O=C(NC1CCCC1)c1cc(-c2ccco2)on1,-1.4,-88,-3,-0.2
NC(=O)C1CCN(C(=O)C2(NC(=O)NC3CCCCC3)CCCCC2)CC1,-1.4,-5,-2,-0.1
CCOC(=O)N1CCC(Nc2c(N(C)Cc3ccccc3)c(=O)c2=O)CC1,0.0,-3,1,0.1
Clc1cnc(Nc2cccnc2)c(Cl)c1,0.6,-10,6,0.1
CCC(C)NC(=O)c1ccc2c(c1)[nH]c(=S)n1c3ccccc3nc21 (centres undefined),-0.5,6,4,0.1
Cc1nn(C)c(C)c1S(=O)(=O)N1CCCC(N(C)CCc2ccccc2)C1 (centres undefined),-0.7,13,-7,-0.1
Cc1ccc(S(=O)(=O)Nc2ccc(S(=O)(=O)N3CCC(C)CC3)cc2)cc1,0.8,2,-4,0.1

New compounds follow:
molecule,GPR151 ag,TEAD-YAP block,MITF primary,FBW7 act
CSc1nsc2nc(=O)c(/C=C3\C=CC(=O)C(O)=C3)c(N)n12,-0.6,-48,7,-0.4
COc1ccc(C(=O)Nc2cc(Cl)ccc2Cl)cc1OC,0.5,-60,0,0.2
CC(C)(C)NC(=O)C(c1ccccn1)N(C(=O)c1csnn1)C1CCCC1 (centres undefined),0.2,-13,24,0.3
Cc1ccc(S(=O)(=O)Cn2cnnn2)cc1,-0.6,-5,-8,-0.1
CC1C(c2ccccc2)N(C)C(c2ccccc2)C(C)C1(O)c1ccc(F)cc1 (centres undefined),0.7,-6,8,0.0
CC(=O)c1cc(C#N)c(SCCCCSc2nc(C)c(C(C)=O)cc2C#N)nc1C,-1.1,-23,-7,0.0
CCOC(=O)C1(CCOc2ccccc2)CCN(S(C)(=O)=O)CC1,-0.5,7,10,0.3
Cc1ccc(C)c(CSc2nc(=O)[nH]c3c2CCC3)c1,-0.6,3,14,-0.2
COC(=O)c1cc2nc(-c3cccs3)cc(C(F)(F)F)n2n1,-1.6,-13,-11,0.1
O=C(CC1CCCCC1)NC1CCS(=O)(=O)C1 (centres undefined),-0.8,-1,-9,-0.1

Next part:
molecule,GPR151 ag,TEAD-YAP block,MITF primary,FBW7 act
CC(=O)N1CCN(c2cc(C)nc3c(-c4ccc(F)cc4)c(C)nn23)CC1,-0.4,6,-13,0.0
CC(C)CCNC(=O)CCS(=O)(=O)c1cc2c(cc1Cl)NC(=O)CO2,-0.4,10,-2,-0.1
Cc1cc(-c2cn3c(C)c(C)nnc3n2)ccc1NC(=O)C1CC(=O)N(C)C1 (centres undefined),-0.9,-11,-14,0.2
NC(=O)COc1ccc(/C=C2/NC(=O)N(Cc3ccc(Br)cc3)C2=O)cc1,1.6,11,5,0.1
O=S(=O)(Cc1ccc(Cl)cc1)NCc1nc(-c2ccncc2)n[nH]1,0.4,1,3,0.0
Nc1cccc(C(=O)Nc2ccc(N)cc2Cl)c1,-0.7,2,12,0.1
Cc1ccc(Nc2cc(C)nc3nncn23)cc1,-0.5,-5,-15,0.1
COC(=O)c1ccc(NC(=O)/C=C/c2ccc(OC)c(Br)c2)cc1,1.3,3,-7,-0.2
CCCCN(CC)CCNS(=O)(=O)c1ccc2c(c1)oc(=O)n2C,-1.2,3,14,-0.1
COc1ccccc1CNC(=O)c1c(O)c2c([nH]c1=O)CCCC2,-1.5,14,8,0.3

Continued.
molecule,GPR151 ag,TEAD-YAP block,MITF primary,FBW7 act
CN1CCC(=NNc2ccc(S(=O)(=O)N3CCOCC3)cc2[N+](=O)[O-])CC1,2.3,-7,17,-0.1
CC(C)(C)SCCNC1=C(Cl)C(=O)c2ccccc2C1=O,-1.7,-18,29,-0.3
N/C(=N\OC(=O)CC1CCCCC1)c1ccccc1,-0.7,8,-1,0.1
O=c1[nH]c(=O)n(-c2ccccc2)c(O)c1C=NCCO,0.6,8,0,0.0
COc1cccc(NC(=O)CCC2CCCC2)c1,-0.4,-43,-4,0.0
CC(C)C1NC(=S)N(c2ccccc2)C1=O (centres undefined),1.0,12,0,-0.2
O=C(NC(=S)N1CCOCC1)c1ccccc1Cl,0.6,-9,-14,-0.2
CC1=C(C(=O)OCCOc2ccccc2)C(c2ccc(F)cc2)C2=C(CC(C)(C)CC2=O)N1 (centres undefined),1.7,5,0,0.0
COC(=O)c1c(N)sc(C)c1-c1ccc(C)cc1,-2.4,-7,-7,0.0
O=C(Nc1ccc(Br)cc1C(=O)O)c1ccc(Cl)cc1,-3.7,-14,-9,-0.2

Further compounds:
molecule,GPR151 ag,TEAD-YAP block,MITF primary,FBW7 act
O=C(CCC(=O)NNC(=O)c1ccc(Br)o1)NCc1ccccc1,1.2,9,1,1.0
Cc1ccc(CNc2oc(-c3ccccc3F)nc2C#N)cc1,-1.4,-9,-4,-0.1
O=C(Nc1cccc(C(F)(F)F)c1)c1nn2c(C(F)(F)F)cc(-c3ccc(Br)cc3)nc2c1Cl,1.2,-5,0,0.0
O=C(O)c1cccc(NC(=O)c2cc(-n3cnnc3)ccc2Cl)c1,2.0,-2,1,0.0
CCOc1ccc(C2NC(=S)NC3=C2C(=O)CCC3)cc1 (centres undefined),5.8*,2,12,0.8
Clc1ccc(Nc2nc(Oc3ccccc3)nc(N3CCOCC3)n2)cc1,0.3,-13,-1,0.0
CCOC(=O)C1CCN(Cc2cc(C)c(OC)cc2C)CC1,1.4,-2,39,-0.2
O=C(Nc1ccc(Cl)cc1Cl)c1cc(S(=O)(=O)N2CCc3ccccc3C2)ccc1F,-1.6,13,17,0.0
Cc1cc2nnc(SCC(=O)Nc3ccc(C)c(Cl)c3)n2c(N)n1,0.2,-3,15,-0.1
Cc1nc2ccccc2n1Cc1nnc(-c2ccccc2)o1,1.7,40*,4,0.0

Brought forward from above: 2 entries, followed by the next part.
molecule,GPR151 ag,TEAD-YAP block,MITF primary,FBW7 act
Cc1cc2nnc(SCC(=O)Nc3ccc(C)c(Cl)c3)n2c(N)n1,0.2,-3,15,-0.1
Cc1nc2ccccc2n1Cc1nnc(-c2ccccc2)o1,1.7,40*,4,0.0
O=C(Nc1ccnc2ccc(Cl)cc12)c1ccncc1,0.3,9,12,-0.2
CCOc1ccc(Br)cc1S(=O)(=O)N1CCN(c2ccc(F)cc2)CC1,-0.1,0,-6,-0.3
COc1cccc(-c2noc(COc3ccc(C)c(C)c3)n2)c1,-2.1,-1,8,0.1
CN1CCN(c2nccnc2-c2cccc(C(F)(F)F)c2)CC1,-1.5,-6,13,0.4
CCN1CCN(C(c2nnnn2CS(=O)(=O)c2ccc(C)cc2)C(C)C)CC1 (centres undefined),-0.2,5,14,0.4
Cc1ccccc1CC(=O)Nc1cnc2cnc(-c3cncnc3)cn12,1.3,4,21,-0.1
Cc1ccc(C(=O)Nc2nnc(SCC(=O)N(C(C)C)C(C)C)s2)cc1,-0.6,3,14,0.2
O=C1NC(=S)N(c2ccccc2)C(=O)/C1=C/c1ccc(N2CCCC2)o1,0.1,-21,1,0.0
O=C1/C(=C/c2ccc([N+](=O)[O-])cc2)C=C(c2ccccc2)N1c1ccc(O)cc1,1.5,-2,-3,0.0
CC(NS(=O)(=O)c1ccc(OCC(=O)NC2CCCCC2)cc1)c1ccccc1 (centres undefined),1.3,-3,-2,-0.1

(cont.)
molecule,GPR151 ag,TEAD-YAP block,MITF primary,FBW7 act
CCC1Sc2cc(S(=O)(=O)CCC(=O)Nc3ccc(C(C)C)cc3)ccc2NC1=O (centres undefined),0.5,2,-9,-0.1
CC1CCN(S(=O)(=O)c2ccc(F)c(C(=O)Nc3ccccc3Br)c2)CC1,-1.1,1,-12,-0.1
CCOc1ccc(-n2c(SCC#N)nc3c(sc(=S)n3-c3ccc(C)c(C)c3)c2=O)cc1,0.5,-2,-1,0.8
O=C(O)CCCNC(=O)/C(=C/c1ccccc1)NC(=O)c1ccco1,-0.8,-2,-32,0.1
Cc1nn(C)c(C)c1N1C(=O)c2cccc3cccc(c23)C1=O,-0.7,9,1,0.4
O=C(N/N=C\C(Cl)=C\c1ccccc1)c1n[nH]c2c1CCCC2,0.6,-10,19,0.0
COc1ccccc1N1CCN(C(=O)CN2Cc3ccccc3C2=O)CC1,0.6,6,-8,-0.1
CN1CC(=O)N2CCN(CCc3ccccc3)C[C@@H]2C1=O,1.5,-22,-15,0.1
COCCCN1C(=S)N(c2ccc(F)cc2)C(=O)C1CC(=O)Nc1ccc(OC)cc1 (centres undefined),0.5,-11,-4,0.0
CC(C)(C)c1ccc(CSc2nc3ccccc3c(=O)n2CCCCCC(=O)NCc2ccco2)cc1,-0.5,-9,12,0.9

Just FBW7 act, for seven of the compounds above:
| SMILES | FBW7 act |
| --- | --- |
| O=C(N/N=C\C(Cl)=C\c1ccccc1)c1n[nH]c2c1CCCC2 | 0.0 |
| CCC1Sc2cc(S(=O)(=O)CCC(=O)Nc3ccc(C(C)C)cc3)ccc2NC1=O (centres undefined) | -0.1 |
| COc1ccccc1N1CCN(C(=O)CN2Cc3ccccc3C2=O)CC1 | -0.1 |
| O=C(O)CCCNC(=O)/C(=C/c1ccccc1)NC(=O)c1ccco1 | 0.1 |
| CC(C)(C)c1ccc(CSc2nc3ccccc3c(=O)n2CCCCCC(=O)NCc2ccco2)cc1 | 0.9 |
| CC1CCN(S(=O)(=O)c2ccc(F)c(C(=O)Nc3ccccc3Br)c2)CC1 | -0.1 |
| Cc1nn(C)c(C)c1N1C(=O)c2cccc3cccc(c23)C1=O | 0.4 |

(further entries)
molecule,GPR151 ag,TEAD-YAP block,MITF primary,FBW7 act
Cc1cccc(N2CCN(C(=O)CCC(=O)N3CC(C)Oc4ccccc43)CC2C)c1 (centres undefined),-1.3,1,7,0.2
COc1cccc(C(c2sc3nc(-c4ccco4)nn3c2O)N2CCC(O)CC2)c1 (centres undefined),2.9,-1,6,0.1
O=C(CN1C(=O)CCC1=O)c1ccc(-c2ccccc2)cc1,-0.7,-16,1,0.0
CCCc1ccc(OCC(=O)NNC(=O)C2COc3ccccc3O2)cc1 (centres undefined),-0.8,7,8,0.1
O=C1N[C@H](Cc2ccc(O)cc2)C(=O)N2CCN(Cc3cnn(-c4ccccc4F)c3)C[C@H]12,-1.7,-12,-3,0.8
CC(=O)Nc1ccc(NC(=O)c2cccnc2)cc1,-0.3,2,-15,0.1
CN(CCN1CCOCC1)C1CCN(C(=S)Nc2cccc(Cl)c2)CC1,-0.5,-1,1,0.6
N#Cc1c(N2C(=O)C3C4C=CC(C4)C3C2=O)sc2c1CCC2 (centres undefined),1.1,-2,-2,0.0
CN(Cc1ccccc1)C(=O)[C@@H]1CCCN1S(=O)(=O)c1ccc(Cl)cc1,-0.3,8,10,0.0
COc1cc2sc(C)[n+](CCCS(=O)(=O)O)c2c2sccc12,-1.0,-2,6,-0.1

Continuation:
molecule,GPR151 ag,TEAD-YAP block,MITF primary,FBW7 act
CCCCC(=O)Nc1c2c(nn1-c1ccc(F)cc1)CSC2,1.5,0,5,-0.1
CC(C)(C)C(=O)CSc1nnc(-c2ccco2)n1Cc1ccco1,0.9,-27,7,0.1
c1ccc2c(c1)OCC(c1nn3c(Cn4cnc5ccccc54)nnc3s1)O2 (centres undefined),-1.5,26,34,0.3
C/C(=N/OC(=O)c1c(-c2c(Cl)cccc2Cl)noc1C)c1cnccn1,-0.1,-4,-3,0.0
CCCCCn1c(=O)c2ccccc2n2c(Cn3nc(C)c([N+](=O)[O-])c3C)nnc12,-1.2,7,-12,0.1
COc1ccc(NC(=O)CCC(=O)OCC(=O)c2ccc(OC)cc2)cc1,0.1,1,-7,-0.1
O=C(C1=C(O)C(=O)N(Cc2cccnc2)C1c1ccc(F)cc1)c1cccs1 (centres undefined),0.3,-2,1,0.2
CCOC(=O)c1ccc(NC(=O)N2CCCCC2)cc1,2.9,-35,-15,-0.1
CN(C)CC(=O)N(C)C(Cc1ccccc1)C1CCN(C(=O)C(=O)c2ccccc2)CC1 (centres undefined),0.6,-9,6,-0.1
CC(C)/C(=N/NC(=O)Cc1ccccc1)c1ccccc1,2.7,-24,-12,0.1

Carrying on.
molecule,GPR151 ag,TEAD-YAP block,MITF primary,FBW7 act
CCN(CC)CCNC(=O)c1ccc(-n2nnc3ccccc3c2=O)cc1,0.3,19,10,-0.1
Brc1ccc(N=c2oc3ccccc3cc2-c2nc3ccccc3[nH]2)cc1,-2.8,-86,-2,-0.1
Cc1cc(=O)c(C(=O)NC[C@H]2C[C@@H]3C=C[C@H]2C3)c(CCc2ccccc2)n1CCN(C)C,-0.4,-5,-6,-0.1
COC(=O)c1sc2ccccc2c1NC(=O)c1ccc2c(c1)OCCO2,2.0,-5,4,0.1

Assay outcomes: PubChem, The Scripps Research Institute Molecular Screening Center
